Screening results deposited in PubChem BioAssay by several laboratories.
ARFGAP1 inhibitor – inhibitors of rat ARFGAP1 GAP activity, primary screen, biochemical, fluorescence polarization, GDP tracer; Arfgap1-stimulated ARF1 GTP hydrolysis, GDP FP detection; 360,000 compounds, 0.26% hits; inhibition, % at 16.5 µM; AID 651572, 2012; ADP-ribosylation factor GTPase-activating protein 1 (Rattus norvegicus), Q62848;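 active means inhibition above a per-plate limit, mean inhibition of low control wells plus 3 SD, cut at about 25% in these data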;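 further: 0% = DMSO wells with enzyme and 100% = wells lacking Arfgap1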
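Material: rat Arfgap1 GAP domain (His6, aa 1-136), purified enzyme. Also added: human ARF1(Δ1-17)-GTP substrate. Compound dosing: 16.5 µM single point, 1.26% DMSO. Timing: enzyme reaction 120 min at 25 °C after 20 min preincubation. Signal: GDP detection by fluorescence polarization. Read-out basis: percent inhibition of GAP-stimulated GDP formation, scaled between DMSO and no-Arfgap1 medians.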
FXN GAA850 act – FXN promoter activators, primary screen, cell-based, luciferase luminescence, HEK293 lucGAA850 | HEK293 lucGAA850 FXN promoter luciferase reporter, 24 h; percent of 10 µM SAHA response | activation, % at 6 µM | 360,000 compounds, 0.56% hits | AID 540364, 2011;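 active means activation above the average of all compounds screened plus 3 SD, cutoff fixed separately per campaign, cut at about 7.5% in these data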;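 further: 0% = DMSO wells and 100% = 10 µM SAHA wells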
ADAM10 inh – human ADAM10 inhibitors, primary screen, biochemical, QFRET, HTS | Disintegrin and metalloproteinase domain-containing protein 10 (Homo sapiens), O14672 | recombinant ADAM10, EDANS/DABCYL FRET peptide cleavage, 3 h | inhibition, % at 7 µM | 370,000 compounds, 0.62% hits;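 active means inhibition above a per-campaign cutoff equal to the mean of compounds falling between control-based bounds plus 3 SD, cut at about 20% in these data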;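 further: 0% = DMSO wells while the 100% control is not disclosed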
Target sequence (O14672 214-748 limits assumed): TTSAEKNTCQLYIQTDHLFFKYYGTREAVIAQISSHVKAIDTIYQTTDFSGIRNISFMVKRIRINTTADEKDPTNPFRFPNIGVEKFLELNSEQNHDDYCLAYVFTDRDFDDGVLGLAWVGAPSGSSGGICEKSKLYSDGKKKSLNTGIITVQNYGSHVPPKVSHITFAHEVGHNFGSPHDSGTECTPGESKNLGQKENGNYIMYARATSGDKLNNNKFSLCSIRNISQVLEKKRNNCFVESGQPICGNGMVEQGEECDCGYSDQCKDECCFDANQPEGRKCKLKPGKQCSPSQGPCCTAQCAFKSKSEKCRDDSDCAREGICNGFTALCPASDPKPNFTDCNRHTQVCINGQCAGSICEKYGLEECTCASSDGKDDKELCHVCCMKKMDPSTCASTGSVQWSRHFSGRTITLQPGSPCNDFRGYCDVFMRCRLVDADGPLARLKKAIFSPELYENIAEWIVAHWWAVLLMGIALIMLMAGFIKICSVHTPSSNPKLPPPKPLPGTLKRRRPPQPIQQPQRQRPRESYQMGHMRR
GC-A act – GC-A stimulated cGMP production enhancers – HEK293 GC-A cells, cGMP TR-FRET, EC30 ANP, primary screen; AID 1671463, 2021; 370,000 compounds, 0.14% hits; Atrial natriuretic peptide receptor 1 (Homo sapiens), P16066; activation, % at 10 µM; 0% at EC30 ANP, 100% saturating ANP; in the data active means activation above about 40%
ASAP1 inh – inhibitors of human ASAP1 ArfGAP activity, primary screen, biochemical, fluorescence polarization; inhibition, % at 16.5 µM; Arf-GAP with SH3 domain, ANK repeat and PH domain-containing protein 1 (Homo sapiens), …; 360,000 compounds, 0.19% hits; ASAP1-stimulated ARF1 GTP hydrolysis, GDP FP detection; in the data active means inhibition above about 25%;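 further: 0% = vehicle with enzyme and substrate and 100% = no enzyme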
sPLA2-III inh – human group III sPLA2 inhibitors, primary screen, biochemical, QFRET, BODIPY PC-A2 liposome substrate; Group 3 secretory phospholipase A2 (Homo sapiens), Q9NZ20; QFRET BODIPY PC-A2 liposome hydrolysis, fluorescence; inhibition, % at 12.2 µM; 370,000 compounds, 0.56% hits; AID 743126, 2013;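 active means inhibition above mean plus 3 SD of compounds lying within the high and low control bounds, cut at about 19% in these data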;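 further: 0% = median of test compound wells and 100% = no enzyme DMSO wells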
Target sequence (Q9NZ20 whole entry, looked up): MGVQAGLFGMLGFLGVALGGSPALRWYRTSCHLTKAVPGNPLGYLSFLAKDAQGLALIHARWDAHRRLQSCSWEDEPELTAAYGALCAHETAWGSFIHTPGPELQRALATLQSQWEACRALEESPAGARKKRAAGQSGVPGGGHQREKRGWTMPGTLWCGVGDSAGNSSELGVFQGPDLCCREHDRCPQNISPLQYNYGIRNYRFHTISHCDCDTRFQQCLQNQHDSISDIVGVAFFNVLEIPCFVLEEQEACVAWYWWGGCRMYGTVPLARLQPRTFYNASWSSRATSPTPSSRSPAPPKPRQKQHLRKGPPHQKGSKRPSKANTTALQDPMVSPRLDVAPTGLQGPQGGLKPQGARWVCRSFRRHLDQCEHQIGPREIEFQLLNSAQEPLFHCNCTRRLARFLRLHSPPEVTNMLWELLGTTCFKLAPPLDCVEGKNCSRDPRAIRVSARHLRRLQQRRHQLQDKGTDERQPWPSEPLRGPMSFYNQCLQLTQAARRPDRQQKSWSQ
proKLK7 act – proKLK7 zymogen activators, primary screen, biochemical, fluorescence intensity. Kallikrein-7 (Homo sapiens), P49862. purified proKLK7, EDANS-DABCYL substrate fluorescence; 100% is mature enzyme control, 0% vehicle. activation, % at 7 µM. 370,000 compounds, 0.9% hits. AID 652039, 2013;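 active means activation above the mean of all tested compounds plus 3 SD, computed per campaign excluding outliers beyond control limits, cut at about 13% in these data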
DDE Tn6 FP inh – inhibitors of Tn6 peptide binding to fibrin DD(E), primary screen, biochemical, fluorescence polarization, human fibrin, Tn6 probe; Fibrin DD(E) TRITC-Tn6 fluorescence polarization displacement; inhibition, % at 8.3 µM; 370,000 compounds, 0.21% hits; AID 720509, 2013;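 active means inhibition above a per-campaign cutoff: mean of compounds within control limits plus 3 SD, cut at about 15% in these data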;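 further: 0% = median of all compound wells on the plate and 100% = blocking peptide control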
GC-B act – human GC-B receptor activators, primary screen, HEK293 GC-B cells, cGMP TR-FRET, EC30 CNP | Atrial natriuretic peptide receptor 2 (Homo sapiens), P20594 | 0% at EC30 CNP, 100% saturating CNP | activation, % at 10 µM | 370,000 compounds, 0.11% hits | AID 1920062, 2024;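 active means activation at 10 µM reaching about 35% in either raw or pattern-adjusted values, limit read from the data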
rCAG RNA binder – binders of r(CAG) RNA repeats, primary screen, biochemical, fluorescence. r(CAG) RNA repeat, TO-PRO-1 dye displacement fluorescence. 370,000 compounds, 1.3% hits. inhibition, % at 3 µM. AID 651821, 2012;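 active means inhibition above the plate cutoff, the mean of all test compounds on that plate plus 3 SD, cut at about 35% in these data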;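 further: 0% = DMSO alone and 100% = 100 µM mitoxantrone as full dye displacement; higher means more dye released from RNA so lower well fluorescence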
* marks the source's active call; other numbers are inactive results; / = not tested or not shown.

The line under a structure holds: ASAP1 inh | GC-B act | GC-A act | FXN GAA850 act | ARFGAP1 inhibitor | DDE Tn6 FP inh | proKLK7 act | ADAM10 inh | rCAG RNA binder | sPLA2-III inh
- CC(=O)Nc1ccc(NC(=O)COc2ccc(S(=O)(=O)N3CCCC3)cc2)cc1
  -1 | 0 | -1 | -0.8 | 4 | 5 | 0.1 | -3 | 0 | -5
- N#Cc1ccc(NC(=O)OC2CCC23CCC(c2ccccc2)CC3)cc1 (configuration not stated)
  / | -5 | 1 | / | / | -3 | -0.9 | 14 | 7 | -6
- Cc1ccc(CN2CC(C(=O)Nc3cccc(S(=O)(=O)N4CCCCC4)c3)CC2=O)cc1 (configuration not stated)
  -4 | 5 | -1 | 1.8 | -5 | -1 | 0.3 | 4 | 5 | -23
- Cc1ccc(C(=O)N/N=C/c2ccc(-c3cccc(C(F)(F)F)c3)o2)cn1
  -3 | 1 | -8 | -3.2 | -1 | 8 | -96 | -20 | -1 | -5
- CCOC(=O)c1c(C)[nH]c(C2=NNC(=Nc3ccccc3)SC2)c1C
  7 | 9 | 1 | -0.9 | -5 | 6 | -0.5 | -6 | 7 | -14
- C/C(=N\NC(=O)c1ccc(CSc2nncn2C)cc1)c1cccs1
  -7 | -7 | 1 | 3.5 | -7 | -1 | -0.1 | -4 | -2 | -6
- Cc1ccc(Cl)cc1NC(=O)C(NS(=O)(=O)c1cccs1)c1ccccc1 (configuration not stated)
  7 | -6 | -4 | 1.8 | 12 | -7 | -0.1 | -5 | 5 | -16
- CCOc1cc(-c2ccccc2)nc(N)n1
  17 | 3 | 0 | 3.0 | -2 | 1 | -0.9 | -11 | -3 | 1
- CC1(C(=O)NCC2CC2)CCN1C(=O)C/C=C/c1ccccc1 (configuration not stated)
  8 | 2 | 3 | 0.4 | -9 | 9 | 0.2 | -7 | 1 | 0
- COc1ccc(NC(=O)C2Cc3c(-c4ccc(Cl)cc4)ccnc3O2)cn1 (configuration not stated)
  15 | 6 | 6 | -2.5 | -8 | -7 | 0.2 | 7 | 3 | -9
- O=S1(=O)c2ccc(Br)cc2OC2CCCN1C2 (configuration not stated)
  5 | 2 | 3 | / | 7 | -7 | -0.1 | -6 | 6 | 2
- CCCN1CCC(NC(=O)CC2C(=O)NCCN2Cc2cccc(OC)c2)CC1 (configuration not stated)
  -6 | 3 | 2 | 2.8 | -5 | 4 | 0.8 | 2 | -2 | 2
- Cn1c(Cn2c(=O)sc3ccccc32)nnc1SCC(=O)Nc1ccc2c(c1)OCO2
  7 | 0 | 2 | -0.2 | 14 | 5 | -0.1 | -3 | 4 | -1
- Cc1cc(NC(=O)CSc2nc(Cc3ccccc3)c(C)[nH]2)no1
  7 | -4 | -2 | -0.9 | -6 | -5 | -0.4 | 1 | 1 | -1
- CCOC(=O)/C(=N\Nc1ccc(Br)cc1)N1CCN(c2ccccc2OC)CC1
  -3 | 1 | 3 | -1.0 | 0 | 3 | -0.2 | 2 | -2 | 6

Taken from above:
Reading for CCOc1cc(-c2ccccc2)nc(N)n1 in FXN GAA850 act: 3.0
Reading for Cc1ccc(Cl)cc1NC(=O)C(NS(=O)(=O)c1cccs1)c1ccccc1 (configuration not stated) in sPLA2-III inh: -16
Reading for CCOC(=O)c1c(C)[nH]c(C2=NNC(=Nc3ccccc3)SC2)c1C in GC-B act: 9
Reading for Cn1c(Cn2c(=O)sc3ccccc32)nnc1SCC(=O)Nc1ccc2c(c1)OCO2 in FXN GAA850 act: -0.2
Reading for Cc1ccc(C(=O)N/N=C/c2ccc(-c3cccc(C(F)(F)F)c3)o2)cn1 in sPLA2-III inh: -5
Reading for Cc1cc(NC(=O)CSc2nc(Cc3ccccc3)c(C)[nH]2)no1 in rCAG RNA binder: 1

Further compounds.
The line under a structure holds: ASAP1 inh | GC-B act | GC-A act | FXN GAA850 act | ARFGAP1 inhibitor | DDE Tn6 FP inh | proKLK7 act | ADAM10 inh | rCAG RNA binder | sPLA2-III inh
- CCCc1c(C(=O)N/N=C/C(C)=C/c2ccccc2)nnn1-c1nonc1N
  8 | 2 | 3 | 2.4 | 2 | 2 | 0.1 | -9 | 0 | -3
- O=C(CSc1nccn1Cc1ccco1)Nc1ccccc1F
  1 | -4 | -1 | 2.9 | -2 | 3 | -0.2 | 0 | -6 | -1
- CC(=O)c1ccc(NC(=O)CSc2nc(C3CC3)nc3ccccc23)cc1
  5 | -4 | 4 | -1.7 | -3 | -4 | -0.6 | 2 | 6 | 6
- COc1ccc2[nH]c3c(c2c1)CCN1C(=O)N([C@@H](C)C(=O)NC2CCN(Cc4ccccc4)CC2)C(=O)[C@]31C
  -8 | -19 | -12 | -6.2 | -6 | -5 | 0.4 | -24 | 3 | -22
- CN(C)S(=O)(=O)c1ccc(=S)[nH]c1
  2 | -9 | 1 | 1.9 | -6 | 4 | -0.5 | 0 | -2 | -4
- Cc1nn(Cc2ccc(Cl)cc2)c(C)c1NC(=O)/C=C/c1cnn(C)c1
  0 | 6 | 3 | 0.5 | -10 | 4 | 0.1 | 2 | 0 | -3
- O=C(COc1ccc(/C=N/NS(=O)(=O)c2ccccc2)cc1)Nc1ccc(F)cc1
  14 | -9 | 7 | 0.5 | -2 | 2 | -0.6 | 0 | 10 | -13
- COc1ccc(NC(=O)C2C3C=CC4(O3)C2C(=O)N(CCN2CCCCC2)C4C(=O)NC2CCCCC2)cc1 (configuration not stated)
  10 | 6 | -5 | 2.2 | -2 | -7 | 0.3 | -2 | -2 | 0
- CCc1nc2ccc(C(=O)NCCN3CCOCC3)cn2c1N(CC)CCOC
  -1 | -1 | -5 | 1.1 | -9 | -3 | -0.2 | -10 | 0 | 4
- CC(=NCc1ccccc1)c1ccc(O)cc1O
  0 | 2 | 2 | 0.8 | 8 | -4 | -0.2 | -18 | 3 | 8
- COc1cc(OC)cc(-c2c(C#Cc3ccsc3)c3cc(-c4ccc(OC)c(F)c4)ccc3n2C)c1
  -2 | 4 | 2 | -0.2 | 6 | 8 | -0.7 | -8 | 6 | -5
- CC1(C)C(=O)Nc2ccccc2N1C(=O)COC(=O)c1cccnc1
  -6 | 3 | -3 | 4.2 | -12 | -1 | 0.4 | 15 | 8 | 0
- Cc1nc(CSc2ccc(Cl)cc2)cc(N2CC(C)OC(C)C2)n1 (configuration not stated)
  -10 | -11 | -6 | 0.2 | 25* | -1 | -0.9 | 11 | -10 | 4
- O=C(CCC(=O)NNC(=O)c1ccc(Cl)cc1Cl)NCc1ccccc1
  4 | 0 | 1 | -2.0 | -10 | -7 | -0.1 | -2 | -1 | 0
- Cc1ccc(N(CC(O)CN2CCCC2)S(=O)(=O)c2ccc(C)cc2)cc1 (configuration not stated)
  4 | -11 | -4 | -0.7 | 7 | -3 | 1.0 | 1 | -2 | -5

2 of the compounds above, as comma-separated lines:
smiles,ASAP1 inh,GC-B act,GC-A act,FXN GAA850 act,ARFGAP1 inhibitor,DDE Tn6 FP inh,proKLK7 act,ADAM10 inh,rCAG RNA binder,sPLA2-III inh
CC(=O)c1ccc(NC(=O)CSc2nc(C3CC3)nc3ccccc23)cc1,5,-4,4,-1.7,-3,-4,-0.6,2,6,6
CC1(C)C(=O)Nc2ccccc2N1C(=O)COC(=O)c1cccnc1,-6,3,-3,4.2,-12,-1,0.4,15,8,0

The listing continues.
The line under a structure holds: ASAP1 inh | GC-B act | GC-A act | FXN GAA850 act | ARFGAP1 inhibitor | DDE Tn6 FP inh | proKLK7 act | ADAM10 inh | rCAG RNA binder | sPLA2-III inh
- CN1CCc2c(sc3nc(SCC(N)=O)n(-c4ccc(Cl)cc4)c(=O)c23)C1
  -15 | 4 | 8 | 0.7 | 0 | 0 | -5.1 | -131 | 14 | -4
- Cc1nc(NC(=O)CSc2nccn2C)sc1C(=O)N(C)C
  -7 | 7 | -2 | 3.1 | -11 | 0 | -0.3 | 2 | 0 | -2
- Cc1cc(=O)oc2c3c(cc(OCC(=O)Nc4cccnc4)c12)OC(C)(C)CC3
  -3 | 3 | 6 | -1.2 | -1 | 5 | -1.5 | -188 | 1 | 5
- C[C@H](CO)NC(=O)[C@H](C)[C@H]1C[C@]1(C)[C@H](NC(=O)OCc1ccccc1)c1ccccc1
  12 | 5 | -2 | -1.3 | 3 | 3 | -0.2 | 1 | -6 | 1
- COCCNc1nc(SCc2ccccc2)nc2sc3c(c12)CCC3
  -1 | 14 | 15 | 3.5 | 9 | 0 | 0.7 | 0 | 8 | -4
- O=C(Oc1ccc(-c2nnco2)cc1)C1CCN(C(=O)c2ccc(F)cc2)CC1
  -10 | -5 | 1 | 1.2 | 10 | -7 | -0.4 | 3 | -6 | 4
- CC(=O)c1cc(CN2CCN(C(C)C)C(CCO)C2)cs1 (configuration not stated)
  0 | -1 | 2 | 0.3 | -2 | 6 | -0.6 | 3 | 0 | -5
- CCOc1ccc(CNCCCSc2ncccn2)cc1
  1 | 0 | 1 | 0.5 | -2 | 8 | 0.2 | 9 | -1 | 9
- CCOC(=O)c1ccccc1-c1cn2cc(Cl)ccc2n1
  3 | 2 | 3 | 2.1 | -16 | 2 | -1.3 | -2 | -1 | 0
- O=C(CN1C(=O)NC2(CCCC2)C1=O)Nc1cc(S(=O)(=O)N2CCCCC2)ccc1Cl
  -5 | 2 | 1 | 0.2 | -5 | -5 | 0.2 | 0 | 9 | -10
- CN1C(=O)CS/C1=N\NC(=O)COc1cccc2cccnc12
  8 | 2 | -2 | 1.6 | 3 | 1 | -0.7 | -8 | 0 | -2
- COc1ccc(Nc2nnc(-c3ccc(C)cc3)c3ccccc23)cc1C(=O)N1CCCCC1
  8 | 4 | 9 | -0.6 | -2 | -7 | -2.0 | 2 | 1 | -8
- Cc1[nH]c2ccccc2c(=O)c1CN(C)Cc1ccccc1
  20 | -1 | 0 | 3.1 | 6 | 11 | 0.3 | -1 | 0 | 0
- CCn1c(CCC(=O)Nc2cc(F)ccc2C)nc2cc(S(=O)(=O)N(C)C)ccc21
  1 | -4 | -6 | -2.6 | -12 | -1 | 0.3 | -5 | 10 | -10
- CCN1C(=O)[C@H]2[C@@H](c3ccc(-c4ccc(F)cc4)c(OC)c3)N[C@@](CC(C)C)(C(=O)OC)[C@H]2C1=O
  -12 | 5 | -1 | / | 13 | 8 | -5.0 | -48 | 0 | -15
